Assay outcomes (PubChem)
MLLE-PAM2 inh: inhibitors of microRNA-mediated deadenylation, human PABP1 MLLE binding | P11940 | GST-MLLE / FITC-PAM2 fluorescence polarization | inhibition, % at 20 µM | hit rate 0.36% among 360,000 | AID 588489; in the data active = inhibition above about 35%, passing the limit was not always enough;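 also: plate controls were DMSO wells with GST-MLLE for no effect and wells lacking GST-MLLE protein for full effect; some results filed as inactive read as strong as hits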
MsrA inhibitor: bovine MsrA inhibition; inhibition, % at 15.5 µM; purified bovine MsrA, absorbance read-out; hit rate 0.75% among 360,000; AID 651718; in the data active = inhibition above about 4.5%;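 also: 0% = vehicle wells with enzyme and 100% = reference inhibitor wells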
TbMetRS inhib: blocks T. brucei methionyl-tRNA synthetase activity; purified T. brucei MetRS, ATP depletion, Kinase-Glo luminescence; inhibition, % at 11.9 µM; hit rate 0.4% among 360,000;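 active = inhibition above a per-plate cutoff of the control wells' mean inhibition plus 3 SD, cut at about 5.5% in these data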;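 also: 0% = DMSO wells median and 100% = median of wells with control inhibitor compound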
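Material: parasite MetRS enzyme / Replication: singlicate, one well per compound / Signal: luminescence of leftover ATP / Schedule: 2 h aminoacylation at 25 °C after 15 min preincubation / Medium: HEPES-MgCl2-KCl buffer plus DTT, spermine, BSA, pyrophosphatase / Doses: 11.9 µM single point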
MT1-MMP act inh: blocks activation of human MT1-MMP; GFP/RFP ratio change, % at 20 µM; hit rate 0.061% among 360,000; HT1080 RFP-PRO-GFP cells, GFP/RFP ratio fluorescence, overnight; percent of plate control window, DMSO zero; AID 651647;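 active = GFP/RFP ratio change of at least 30% with cell ATP level not reduced by more than half and red fluorescence within 50% of control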; also: strong numbers were not always called active
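Test system: HT1080 RFP-PRO-GFP cells; Benchmarks: DMSO and RFP-L50D-GFP cell wells; Timing: cells overnight before dosing, compound overnight, 37 °C, 5% CO2; Compound: one 20 µM compound dose with 1% DMSO; Read-out: GFP/RFP fluorescence ratio.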
FAS-TE inh: blocks the thioesterase domain of human fatty acid synthase | hit rate 0.67% among 360,000 | recombinant FAS-TE, OMFH fluorogenic substrate, fluorescence endpoint | P49327 | inhibition, % at 15 µM;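 active = compounds whose normalised, plate-corrected inhibition of enzyme fluorescence in the single-dose primary screen is 50% or more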;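 also: 0% = DMSO with enzyme and 100% = substrate without enzyme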
CendR NRP1 mod: modulators of CendR peptide binding to human neuropilin-1; O14786; FAM-RPARPAR peptide binding to NRP-1, fluorescence polarization; inhibition, % at 25 µM; hit rate 0.85% among 360,000; AID 602438;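 active = inhibition or corrected inhibition above about 18%, plus a signal ratio from 0.5 to 1.5, limit read from the data, passing the limit was not always enough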; also: strong numbers were not always called active
Target sequence (O14786 whole entry, looked up): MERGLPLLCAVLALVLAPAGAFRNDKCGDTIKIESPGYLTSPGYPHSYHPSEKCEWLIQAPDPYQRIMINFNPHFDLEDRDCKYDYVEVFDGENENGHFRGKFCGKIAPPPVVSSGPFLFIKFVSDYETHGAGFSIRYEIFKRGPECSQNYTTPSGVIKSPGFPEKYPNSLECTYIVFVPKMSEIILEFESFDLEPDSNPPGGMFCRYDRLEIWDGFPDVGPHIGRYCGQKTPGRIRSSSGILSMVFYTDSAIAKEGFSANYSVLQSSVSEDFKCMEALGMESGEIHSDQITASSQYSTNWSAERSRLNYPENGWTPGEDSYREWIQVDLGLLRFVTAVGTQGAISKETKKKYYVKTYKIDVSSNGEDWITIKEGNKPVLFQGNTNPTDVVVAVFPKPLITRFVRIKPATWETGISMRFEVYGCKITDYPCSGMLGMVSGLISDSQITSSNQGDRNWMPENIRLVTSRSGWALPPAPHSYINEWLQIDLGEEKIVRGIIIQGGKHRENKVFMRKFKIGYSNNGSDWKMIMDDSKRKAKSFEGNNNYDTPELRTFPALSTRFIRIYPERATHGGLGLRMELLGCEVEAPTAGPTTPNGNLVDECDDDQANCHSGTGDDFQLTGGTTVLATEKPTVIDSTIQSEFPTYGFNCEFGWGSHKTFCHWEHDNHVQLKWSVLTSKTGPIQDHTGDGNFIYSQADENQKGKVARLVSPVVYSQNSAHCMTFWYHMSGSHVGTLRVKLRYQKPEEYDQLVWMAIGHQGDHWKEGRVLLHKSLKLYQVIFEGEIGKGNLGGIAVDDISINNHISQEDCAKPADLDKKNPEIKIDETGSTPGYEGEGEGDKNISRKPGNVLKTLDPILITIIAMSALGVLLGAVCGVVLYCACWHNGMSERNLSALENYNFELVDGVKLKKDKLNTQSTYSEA
SKN-1 block: inhibitors of C. elegans SKN-1; C. elegans VP596 Pgst-4::GFP/RFP ratio, acrylamide-induced, 24 h; hit rate 0.49% among 360,000; inhibition, % at 21.8 µM;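 active = interference check ratio from 0.5 to 1.5 plus GFP to RFP signal ratio inhibition reaching or exceeding a fixed threshold, cut at about 30% in these data, passing the limit was not always enough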; also: some compounds called inactive have numbers as strong as hits
eLon inh: inhibits E. coli Lon protease | P0A9M0 | purified E. coli Lon protease, fluorescence polarization | inhibition, % at 7.94 µM | hit rate 0.42% among 360,000; in the data active = inhibition above about 13%, passing the limit was not always enough;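 also: 0% = enzyme with probe and DMSO and 100% = no enzyme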
MsrA act: activators of bovine methionine sulfoxide reductase A; purified bovine MsrA, absorbance read-out; AID 602163; hit rate 0.3% among 360,000; activation, % at 10.6 µM; in the data active = activation above about 7.5%;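 also: 0% = vehicle and 100% = reference activator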
The depositor's hits bear a star.

SMILES	MLLE-PAM2 inh	MsrA inhibitor	TbMetRS inhib	MT1-MMP act inh	FAS-TE inh	CendR NRP1 mod	SKN-1 block	eLon inh	MsrA act
CCn1cnnc1SCC(=O)NCC1COc2ccccc2O1 (stereo unspecified)	7	-0.4	0.1	-4	-4	5	11	-16	-1
CCOc1ccc(N2CC(C(=O)NCCCc3ccccc3)CC2=O)cc1 (stereo unspecified)	-9	0.0	-0.3	-2	2	-4	-8	-8	-1
CCOC(=O)c1sc(/S(C)=N\S(=O)(=O)c2cccc(Cl)c2)c2c1CCC=C2 (stereo unspecified)	13	-0.8	0.0	-4	-2	-10	-10	2	-4
C[C@@H]1CN([C@H](C)CO)S(=O)(=O)c2ccc(Br)cc2O[C@@H]1CN(C)Cc1ccc(C(=O)O)cc1	4	-0.7	-0.6	-4	-6	-10	2	-8	-1
COC(=O)Cc1cc(OC)c(OC)cc1Cc1cc(OC)c(OC)cc1CC(=O)OC	-5	1.2	-0.7	6	-4	9	5	13	-2
Cc1ccc(C(NC(N)=O)c2ccccc2C)cc1 (stereo unspecified)	-13	0.4	-0.9	4	-4	10	6	-5	-9
CCN1CCCc2cc(CN(CCN3CCOCC3)C(=S)Nc3cccc(Cl)c3)ccc21	-98	-0.2	0.5	4	23	-15	3	-13	-3
O=C1N/C(=C/c2cccn2-c2ccccc2)C(=O)N1Cc1ccccc1F	-9	2.1	-1.2	-6	1	-11	-3	7	-7
O=C(Cn1c(CO)nc2ccccc21)Nc1ccccc1Cl	0	-0.1	-0.1	4	-4	-7	-6	4	-2
O=C1Nc2ccccc2C12NCCc1c2[nH]c2ccccc12 (stereo unspecified)	3	-1.2	-1.4	-3	-7	3	3	12	-6
Cc1nc(NCc2ccc(S(N)(=O)=O)cc2)c2c(C)c(C)sc2n1	-10	0.5	0.1	-1	-1	4	-11	2	-1
CCOc1ccccc1NC(=O)CSc1nnc2ccc(-c3cccnc3)nn12	-3	-1.6	0.1	3	-7	-6	0	-5	-3
O=C(NO)c1ccccc1O	4	-0.1	-0.8	5	-6	-9	-2	-1	-3
CC1CCCCC12NC(=O)N(CC(=O)NC1CCCc3ccccc31)C2=O (stereo unspecified)	-4	2.1	0.7	2	-5	-6	6	-9	2
CCOC(=O)c1sc(NC(=O)CSc2nc(C)cc(C)c2C#N)c(C#N)c1C	5	0.1	0.1	-19	3	-4	-2	-25	1
CCOC(=O)c1cc(NC(=O)C2CCCO2)cc(C(=O)OCC)c1 (stereo unspecified)	2	-0.1	0.0	0	-6	-4	6	-7	1
CCCCN(C(=O)CSc1nnc(-c2ccccc2)o1)c1c(N)n(CCC)c(=O)[nH]c1=O	-14	-0.4	0.0	-4	-6	1	18	-12	0
Cc1ccc(C)c(N2C(=O)CC(N3CCN(Cc4ccc5c(c4)OCO5)CC3)C2=O)c1 (stereo unspecified)	-2	1.3	-0.4	7	-5	3	5	7	-1
CCS(=O)(=O)Nc1cccc(C2=NN(S(=O)(=O)c3ccccc3)C(c3cccs3)C2)c1 (stereo unspecified)	-4	0.5	-0.3	-17	13	-101	-27	-3	-3
COc1ccc(CN2CN(S(=O)(=O)c3cccs3)c3nc4ccccc4nc32)cc1	17	-0.4	-0.9	-3	14	1	1	2	-7
CC(/C=C1\SC(=S)N(C(C(=O)O)C(C)C)C1=O)=C\c1ccccc1 (stereo unspecified)	30	0.9	0.4	-5	-4	-36	-7	-3	-3
NS(=O)(=O)c1cccc(NS(=O)(=O)c2ccc3ccccc3c2)c1	-6	1.0	-1.8	5	-3	-8	2	-2	-1
CCN(CC(=O)Nc1ccccc1C(F)(F)F)C(=O)c1ccc(N2CCCC2=O)cc1	-15	-0.1	-0.3	0	-4	4	1	-9	6
COc1ccccc1NC(=O)c1ccc(Br)o1	5	-0.6	0.2	-2	-4	9	0	-8	-5
CCN1C(=O)[C@@H]2[C@@H](c3ccc(-c4ccc(F)cc4)c(OC)c3)N3CCC[C@@]3(C(=O)OC)[C@@H]2C1=O	1	-1.1	-0.2	3	6	5	9	4	-1
COc1ccc(N2CCN(Cc3nc(N)nc(N4CCCc5ccccc54)n3)CC2)cc1	-8	0.5	-0.5	7	-2	-2	-10	-6	-5
Cc1ccccc1OC1C(=O)N(CC2CCCO2)C1c1ccc2c(c1)OCO2 (stereo unspecified)	4	-1.5	-1.1	-1	-1	9	-6	-2	-4
Oc1cccc(-c2nc3c4c(ncn3n2)-c2ccccc2CC42CCCC2)c1	-3	2.8	0.3	-19	29	-2	6	10	-4
COc1ccc(CC(=O)OCC(=O)NCc2ccc(F)cc2)cc1	-1	1.1	-0.2	-2	3	4	1	-3	-5
CC(=O)c1ccc(OCc2cc(C(=O)N3CCN(c4ccccc4)CC3C)no2)cc1 (stereo unspecified)	-14	-0.2	-0.7	-3	13	0	9	0	-2

Single records, from the list above.
CC(/C=C1\SC(=S)N(C(C(=O)O)C(C)C)C1=O)=C\c1ccccc1 (stereo unspecified) in the list: MLLE-PAM2 inh: 30; MsrA inhibitor: 0.9; TbMetRS inhib: 0.4; MT1-MMP act inh: -5; FAS-TE inh: -4; CendR NRP1 mod: -36; SKN-1 block: -7; eLon inh: -3; MsrA act: -3
COc1ccc(CC(=O)OCC(=O)NCc2ccc(F)cc2)cc1 in the list: MLLE-PAM2 inh: -1; MsrA inhibitor: 1.1; TbMetRS inhib: -0.2; MT1-MMP act inh: -2; FAS-TE inh: 3; CendR NRP1 mod: 4; SKN-1 block: 1; eLon inh: -3; MsrA act: -5

Back to the main list; the 5 compounds before the break are reprinted first.
SMILES	MLLE-PAM2 inh	MsrA inhibitor	TbMetRS inhib	MT1-MMP act inh	FAS-TE inh	CendR NRP1 mod	SKN-1 block	eLon inh	MsrA act
COc1ccc(N2CCN(Cc3nc(N)nc(N4CCCc5ccccc54)n3)CC2)cc1	-8	0.5	-0.5	7	-2	-2	-10	-6	-5
Cc1ccccc1OC1C(=O)N(CC2CCCO2)C1c1ccc2c(c1)OCO2 (stereo unspecified)	4	-1.5	-1.1	-1	-1	9	-6	-2	-4
Oc1cccc(-c2nc3c4c(ncn3n2)-c2ccccc2CC42CCCC2)c1	-3	2.8	0.3	-19	29	-2	6	10	-4
COc1ccc(CC(=O)OCC(=O)NCc2ccc(F)cc2)cc1	-1	1.1	-0.2	-2	3	4	1	-3	-5
CC(=O)c1ccc(OCc2cc(C(=O)N3CCN(c4ccccc4)CC3C)no2)cc1 (stereo unspecified)	-14	-0.2	-0.7	-3	13	0	9	0	-2
CN1CCN(C(=O)CN(C)S(=O)(=O)c2ccc3ccccc3c2)CC1	-2	-1.1	-0.5	2	-3	8	-7	-8	-1
O=C(COC(=O)CCCOc1ccccc1)NC1CCS(=O)(=O)C1 (stereo unspecified)	-3	0.4	-0.5	2	-7	-1	-7	-4	-7
C=CCn1c(O)c2ccc(C(=O)N=NC(=O)COc3ccc(OC)cc3)cc2c1O	6	0.2	-0.1	1	-1	2	0	-1	0
CCOC(=O)c1c(NC(=O)CCCC(=O)O)sc2c1CCC2	10	2.1	0.0	3	-6	15	1	-5	-5
O=C(/C=C/c1ccc(O)cc1)OCc1occc(=O)c1O[C@@H]1OC(CO)[C@@H](O)[C@H](O)[C@@H]1O (stereo partly specified)	-9	1.1	-0.2	-2	2	12	1	-12	-2
Cc1ccccc1Cn1cc(NS(=O)(=O)c2cn(C)nc2C)cn1	9	-0.5	-0.4	0	-5	-6	-15	2	-5
O=C1CN(C(=O)COc2ccc(Cl)cc2Cl)c2ccccc2N1	-4	0.0	4.2	-1	4	11	-6	5	-2
Cc1cc(C)c(C)c(OCC(=O)O/N=C(\N)c2ccncc2)c1	-9	-1.2	-0.5	-2	6	-6	5	4	-1
CCCNC(=O)c1ccccc1NC(=O)c1ccccc1N(C)S(=O)(=O)c1ccc(C)cc1	-2	0.5	-0.4	-3	10	1	-19	-8	-2
Cn1cc(C2=C(c3ccc(Cl)cc3Cl)C(=O)NC2=O)c2ccccc21	-115	-0.8	-0.2	-50	-151	142	73	-64	0
CCOC(=O)C1CCN(C(=O)c2cc3c(=O)n4cccc(C)c4nc3s2)CC1	-11	0.3	0.1	0	15	0	-1	8	-4
Cc1onc(-c2c(Cl)cccc2Cl)c1C(=O)Nc1c(C)n(C)n(-c2ccccc2)c1=O	7	-0.5	-0.1	0	-8	13	9	-6	-4
CCN1CNC(=S)N(c2ccccc2OC)C1	-76	0.3	-1.1	-6	-3	0	1	17	-8
CC(C)Nc1nc(NC(C)C)nc(OCCOC(=O)c2ccccc2)n1	7	-1.0	-0.1	1	2	1	4	4	-1
Cc1cc(C)c(NC(=O)C2CCCN2C(=O)NC2CCCCC2)c(C)c1 (stereo unspecified)	-1	-0.2	-1.1	6	-3	13	-1	6	1
CC(=O)c1ccc(N/C=C/C(=O)c2ccc(Br)cc2)cc1	-17	-0.5	-0.9	2	-1	7	5	-4	-2
COc1ccc(CCNC(=O)c2[nH]c(C)c(C(C)=O)c2C)cc1	-16	-0.5	-1.1	5	-4	-9	-11	-15	-6
Cc1cccc(Nc2nc(N)nc(CN3CCC(C)CC3)n2)c1C	9	0.3	-0.3	-3	-10	0	11	-14	-2
O=[N+]([O-])c1ccc2c(c1)C(=NO)c1cc(F)ccc1-2	-20	0.9	-0.2	0	-152	8	4	-2	-2
CCOc1cccc(CN2CCCC(C(=O)Nc3ccc(-c4ccn[nH]4)cc3)C2)c1O (stereo unspecified)	13	0.8	0.5	2	-7	10	4	-3	-2
Cc1ccc(NS(=O)(=O)c2ccc3[nH]c(=O)c(=O)[nH]c3c2)cc1Cl	1	1.6	0.6	1	6	-10	3	-4	-1
CCc1nnc(SCc2ccc(CSc3nnc(CC)n3N)cc2)n1N	-7	-0.8	0.1	0	-9	-9	-6	1	0
O=C(Nc1nccs1)C(F)(F)C(F)(F)C(F)(F)C(=O)Nc1nccs1	6	-0.2	-1.3	2	-11	-5	-17	-2	-9
COC(=O)c1cnn(-c2ccc(F)cc2F)c1/C=N/NC(N)=S	18	1.5	-1.4	8	-2	-2	5	3	-9
COc1ccccc1C(=O)N/N=C(\C)CC(=O)Nc1ccc(Nc2ccccc2)cc1	-9	-0.6	-0.9	-2	5	9	-13	-3	-4
Cc1ccc(CS(=O)(=O)Cc2ccc(C(=O)NCCCN3CC(C)CC(C)C3)o2)cc1 (stereo unspecified)	1	2.4	-1.0	-2	-5	2	3	1	-6
